HTR5A ag ctr = activates human HTR5A in OPRM1-OPRD1 agonist counter-screen; HTR5A agonist assay, luminescence, cell-based; activation, % at 9.3 µM; 0.61% of 340,000 active; AID 504692; in the data active = activation mostly above about 9.5%, no sharp cut-off; inactive = mostly below about 7.6%;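 note: 0% = cells with vehicle only and 100% = reference agonist; strong numbers were not always called active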
Target sequence (P47898 whole entry, looked up): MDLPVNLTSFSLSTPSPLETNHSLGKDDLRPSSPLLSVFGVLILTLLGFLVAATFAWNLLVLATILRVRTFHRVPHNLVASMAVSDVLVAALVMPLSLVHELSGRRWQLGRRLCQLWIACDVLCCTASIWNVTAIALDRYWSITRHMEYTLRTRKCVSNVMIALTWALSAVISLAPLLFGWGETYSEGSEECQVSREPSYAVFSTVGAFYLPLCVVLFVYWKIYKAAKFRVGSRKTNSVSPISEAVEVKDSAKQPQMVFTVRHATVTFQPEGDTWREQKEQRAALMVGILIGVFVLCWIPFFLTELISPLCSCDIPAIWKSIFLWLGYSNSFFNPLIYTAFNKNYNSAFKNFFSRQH
Mot1-301 SUMO = blocks SUMOylation pathway, rescuing yeast Mot1-301 growth; growth rescue, % at 18.8 µM; AID 2716; S. cerevisiae Mot1-301 growth rescue, ATP luminescence, 38.5C; percent above DMSO median, 100 means doubled; 1% of 320,000 active;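 active = every valid replicate shows activation above 250% relative to neutral control wells; inactive = the rest, any valid replicate at or below 250%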;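 note: OY570 slx delta 5 strain wells were the positive control but not used for scaling; some compounds called inactive have numbers as strong as hits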
AddAB inh = less growth of phage-infected E. coli with AddAB | E. coli expressing H. pylori AddAB, absorbance growth | inhibition, % at 11.9 µM | 0.29% of 330,000 active | AID 435030; in the data active = inhibition above about 12%;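 note: 0% = vehicle wells of infected cells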
E coli growth = bacterial growth inhibition, counter-screen for AddAB inhibitors. AID 449728. E. coli V3065 growth, OD600 absorbance, 18 h. 0.27% of 330,000 active. inhibition, % at 11.9 µM;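 active = inhibition above the campaign's mean inhibition across all tested compounds plus 3 SD, cut at about 9.9% in these data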;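 note: uninfected addAB+ strain grown without phage in ampicillin broth; 0% = DMSO wells and 100% = ciprofloxacin 0.95 µg/ml wells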
MOR-DOR inv ag = inverse agonists of human mu-delta opioid receptor heterodimerization | inhibition, % at 9.3 µM | cell-based MOR-DOR heterodimer luminescence, inverse agonism | P35372+P41143 | 0.21% of 340,000 active; in the data active = inhibition above about 22%, passing the limit was not always enough;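 note: 0% = cells with DMSO and 100% = wells without cells with DMSO; values of inactives mirror those of a sister screen read the other way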
PfHsp90 yeast 2 = reduces growth (ATP signal) of yeast expressing P. falciparum Hsp90; S. cerevisiae expressing PfHsp90, BacTiter-Glo ATP, 48 h; yeast lacking PDR1 and PDR3 efflux regulators; inhibition, % at 9.4 µM; 0.32% of 310,000 active;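 active = every replicate shows inhibition above about 80%, whatever the replicate mean, limit read from the data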;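 note: 0% = DMSO neutral controls and 100% = 20 µM radicicol positive controls; yeast relying on Plasmodium falciparum Hsp90 in place of its own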
PKA-R1A activ = activates the PKA-R1A holoenzyme complex | PKA-R1A dissociation, Cy5-IP20 fluorescence polarization; scaled: DMSO 0%, 113 µM cGMP 100% | P00514+P68181 | activation, % at 11.4 µM | AID 504707 | 0.083% of 340,000 active;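 active = percent activation above the mean of all tested compounds plus 3 SD, cut at about 19% in these data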;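 note: higher means more PKAc released from R1A so a rise in polarization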
OPRM1-OPRD1 ag = OPRM1-OPRD1 heterodimerization agonism; P35372+P41143; cells, luminescence; activation, % at 9.3 µM; 0.3% of 340,000 active; in the data active = activation above about 18%;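 note: 0% = vehicle-treated cells and 100% = reference agonist; values of inactives mirror those of a sister screen read the other way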
Pemphigus Ab inh = blocks pemphigus antibody binding to human desmoglein-3; P32926; DSG3-coupled beads, scFv-anti-DSG3-GFP binding, flow cytometry; stronger effect = lower value; binding (percent of control), % at 10 µM; 0.48% of 310,000 active; AID 588358;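 active = binding more than 3 SD below its plate's average and above zero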;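 note: hits lower antibody fragment binding to DSG3; some compounds called inactive have numbers as strong as hits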
HTR5A inv ctr = counter-screen for OPRM1-OPRD1 inverse agonists: human HTR5A inverse agonism; AID 504634; 0.083% of 340,000 active; inhibition, % at 9.3 µM; HTR5A cell line, luminescence; in the data active = inhibition mostly above about 23%, no sharp cut-off; inactive = mostly below about 18%;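 note: 0% = cells with DMSO and 100% = no-cell wells with DMSO; some compounds called inactive have numbers as strong as hits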
phage Ecoli inh = E. coli growth loss with phage present. 0.26% of 360,000 active. inhibition, % at 11.9 µM. growth absorbance; in the data active = inhibition above about 11%
* marks the source's active call; other numbers are inactive results; x = not tested or not shown.

#	Molecule	HTR5A ag ctr	Mot1-301 SUMO	AddAB inh	E coli growth	MOR-DOR inv ag	PfHsp90 yeast 2	PKA-R1A activ	OPRM1-OPRD1 ag	Pemphigus Ab inh	HTR5A inv ctr	phage Ecoli inh
1	COc1cccc(-n2nc(C(=O)O)c3ccccc3c2=O)c1	-8	-9	0.8	-0.6	-15	26	-11	2.4	107	21	-0.3
2	CC(=O)Nc1cccc(C(=O)OCC(=O)NCc2ccc(F)cc2)c1	1	453*	6.0	-2.0	12	12	8	-2.5	117	-2	0.8
3	CCCCOc1ccc(C(=O)NCC(=O)OCC(=O)N2CCN(S(=O)(=O)c3ccc(C)cc3C)CC2)cc1	-5	-13	0.4	-1.4	-6	7	-4	0.8	88	-7	0.3
4	CC(C)(C)c1ccc(O)c(O)c1	2	-31	2.2	1.6	7	-5	-2	-1.4	98	-10	0.9
5	COc1ccc(CNC(=O)C2CCN(C(=O)Cc3ccccc3)CC2)cc1	1	-2	0.2	-2.3	17	1	-3	-3.1	x	-3	1.6
6	COc1ccc(/C=C/C(=O)NC(C)CCc2ccccc2)cc1OC (configuration not stated)	-1	-7	1.6	-1.9	15	4	4	-3.0	103	4	3.7
7	CC(NC(=O)c1ccc2c(c1)C(=O)N(Cc1cccnc1)C2=O)c1ccccc1 (configuration not stated)	-3	189	1.3	0.3	7	-5	-5	-1.3	104	21	-0.9
8	CS(=O)(=O)N(CC(=O)NCc1ccco1)c1ccc(OCc2ccccc2)cc1	1	-1	-2.2	-4.6	1	-20	-6	-0.2	102	-21	3.7
9	COc1cccc(-c2nc(-c3ccc4c(c3)NC(=O)CO4)cs2)c1	1	10	3.3	0.2	-12	-19	-6	2.3	101	-12	3.6
10	Cc1ccc2nc(C)c(C(=O)N/N=C/c3ccc(N4CCOCC4)cc3)cc2c1	-1	4	5.3	-0.8	6	x	-5	-1.1	105	-24	1.6

Along the list, from the results shown.
Nos. 1 to 10 in HTR5A inv ctr read 21, -2, -7, -10, -3, 4, 21, -21, -12, -24
Nos. 1 to 10 in Pemphigus Ab inh read 107, 117, 88, 98, x, 103, 104, 102, 101, 105
Nos. 1 to 10 in E coli growth read -0.6, -2.0, -1.4, 1.6, -2.3, -1.9, 0.3, -4.6, 0.2, -0.8

Next section:
#	Molecule	HTR5A ag ctr	Mot1-301 SUMO	AddAB inh	E coli growth	MOR-DOR inv ag	PfHsp90 yeast 2	PKA-R1A activ	OPRM1-OPRD1 ag	Pemphigus Ab inh	HTR5A inv ctr	phage Ecoli inh
11	COc1ccccc1CNC(=O)CS(=O)Cc1nc(-c2ccccc2C)oc1C (configuration not stated)	6	-2	0.0	-1.5	6	-10	-13	-1.0	106	-18	4.2
12	Cc1n[nH]c(C)c1S(=O)(=O)N1CCC(C(=O)O)CC1	2	-15	-1.9	0.2	-12	0	7	2.0	78	-9	-1.5
13	Cc1ccccc1NC(=O)N1C2CCCC1CC(NC(=O)C(C)(C)C)C2 (configuration not stated)	4	x	x	x	11	7	-7	-2.2	103	3	0.8
14	CCOC(=O)c1c(C)[nH]c(C(=O)OC)c1CCC(=O)OC	5	7	-2.4	0.3	5	-16	-5	-0.8	100	-14	0.7
15	COc1ccc(NC(=O)CN(C)CC(=O)N(C)C2(C#N)CCC(C)CC2)cc1 (configuration not stated)	0	8	-0.1	-2.6	5	-41	-12	-1.3	77	-1	0.8
16	COc1ccc(NC(=S)NC2CCCCC2)c(OC)c1	0	-7	0.2	0.7	13	-21	-11	-2.4	101	-1	3.8
17	COc1ccc(C(=O)Nc2cc(Cl)ccc2-n2cncn2)c(OC)c1OC	-4	0	1.6	1.9	0	20	-3	-0.1	x	10	2.0
18	Cc1c(C(=O)O)oc2ccc(S(=O)(=O)N3CCCC3)cc12	1	14	-0.3	-1.9	3	5	3	-0.5	101	1	-0.5
19	Cc1ccc(S(=O)(=O)Nc2ccc(C(=O)N3CCCC3)cc2)c(C)c1NS(C)(=O)=O	-5	-12	1.2	3.5	3	1	2	-0.3	x	13	-0.1
20	O=C(c1cc(-c2ccccn2)nc2ccc(Br)cc12)N1CCN(S(=O)(=O)c2ccccc2)CC1	-2	-10	-2.2	-2.6	12	-14	-3	-2.3	96	-35	3.0
21	N#C/C(=C\c1c(N2CCOCC2)nc2ccccn2c1=O)C(=O)NC1CCS(=O)(=O)C1 (configuration not stated)	x	-8	0.3	0.6	x	x	x	x	103	x	-0.1
22	CCN1C(=C2C(=O)c3ccccc3C2=O)C=Cc2ccccc21	-2	588	1.6	0.4	2	x	3	-0.3	92	8	3.1
23	CC(C)CCNC(=O)C(=O)NCCC1=CCCCC1	2	12	4.0	1.2	2	-19	0	-0.5	96	7	3.8
24	Cc1ccc(S(=O)(=O)NCc2ccc(C(=O)NC3CC3)cc2)cc1	2	-21	3.4	-0.3	15	5	-1	-2.8	105	4	4.1
25	COc1ccccc1NS(=O)(=O)c1cc2c3c(c1)CC(=O)N3CCC2	-1	0	-1.5	-1.3	12	24	7	-2.3	x	13	4.4
26	Cc1oc(-c2ccccc2)cc1C(=O)NC1CCN(Cc2ccccc2)CC1	x	36	1.3	-0.9	x	x	x	x	110	x	3.3
27	CCCCn1c(-c2cccc(F)c2)nc2c1c(=O)[nH]c(=O)n2CC(C)C	-2	-3	5.7	2.3	-3	3	0	0.4	95	0	1.8
28	COc1ccc(N2CCN(CCC(O)c3ccc4ccccc4c3)CC2)cc1 (configuration not stated)	1	22	-0.9	-0.4	-8	-8	3	1.8	99	-3	0.5
29	COc1ccc(NC(=O)C23CC4CC(CC(Cl)(C4)C2)C3)cc1S(=O)(=O)N1CCOCC1	0	8	-1.7	-2.0	10	2	7	-1.9	95	0	0.7
30	O=C(Nc1nnc(-c2ccc(F)cc2)s1)Nc1ccccc1F	x	2	0.1	0.3	x	x	x	x	107	x	2.8

An excerpt of these results, screen by screen:
16. COc1ccc(NC(=S)NC2CCCCC2)c(OC)c1
17. COc1ccc(C(=O)Nc2cc(Cl)ccc2-n2cncn2)c(OC)c1OC
18. Cc1c(C(=O)O)oc2ccc(S(=O)(=O)N3CCCC3)cc12
19. Cc1ccc(S(=O)(=O)Nc2ccc(C(=O)N3CCCC3)cc2)c(C)c1NS(C)(=O)=O
20. O=C(c1cc(-c2ccccn2)nc2ccc(Br)cc12)N1CCN(S(=O)(=O)c2ccccc2)CC1
21. N#C/C(=C\c1c(N2CCOCC2)nc2ccccn2c1=O)C(=O)NC1CCS(=O)(=O)C1 (configuration not stated)
22. CCN1C(=C2C(=O)c3ccccc3C2=O)C=Cc2ccccc21
23. CC(C)CCNC(=O)C(=O)NCCC1=CCCCC1

Assay by compound	16	17	18	19	20	21	22	23
HTR5A ag ctr	0	-4	1	-5	-2	x	-2	2
Mot1-301 SUMO	-7	0	14	-12	-10	-8	588	12
AddAB inh	0.2	1.6	-0.3	1.2	-2.2	0.3	1.6	4.0
E coli growth	0.7	1.9	-1.9	3.5	-2.6	0.6	0.4	1.2
MOR-DOR inv ag	13	0	3	3	12	x	2	2
PfHsp90 yeast 2	-21	20	5	1	-14	x	x	-19
PKA-R1A activ	-11	-3	3	2	-3	x	3	0
OPRM1-OPRD1 ag	-2.4	-0.1	-0.5	-0.3	-2.3	x	-0.3	-0.5
Pemphigus Ab inh	101	x	101	x	96	103	92	96
HTR5A inv ctr	-1	10	1	13	-35	x	8	7
phage Ecoli inh	3.8	2.0	-0.5	-0.1	3.0	-0.1	3.1	3.8

24. Cc1ccc(S(=O)(=O)NCc2ccc(C(=O)NC3CC3)cc2)cc1
25. COc1ccccc1NS(=O)(=O)c1cc2c3c(c1)CC(=O)N3CCC2
26. Cc1oc(-c2ccccc2)cc1C(=O)NC1CCN(Cc2ccccc2)CC1
27. CCCCn1c(-c2cccc(F)c2)nc2c1c(=O)[nH]c(=O)n2CC(C)C
28. COc1ccc(N2CCN(CCC(O)c3ccc4ccccc4c3)CC2)cc1 (configuration not stated)
29. COc1ccc(NC(=O)C23CC4CC(CC(Cl)(C4)C2)C3)cc1S(=O)(=O)N1CCOCC1

Assay by compound	24	25	26	27	28	29
HTR5A ag ctr	2	-1	x	-2	1	0
Mot1-301 SUMO	-21	0	36	-3	22	8
AddAB inh	3.4	-1.5	1.3	5.7	-0.9	-1.7
E coli growth	-0.3	-1.3	-0.9	2.3	-0.4	-2.0
MOR-DOR inv ag	15	12	x	-3	-8	10
PfHsp90 yeast 2	5	24	x	3	-8	2
PKA-R1A activ	-1	7	x	0	3	7
OPRM1-OPRD1 ag	-2.8	-2.3	x	0.4	1.8	-1.9
Pemphigus Ab inh	105	x	110	95	99	95
HTR5A inv ctr	4	13	x	0	-3	0
phage Ecoli inh	4.1	4.4	3.3	1.8	0.5	0.7

(listing goes on)
#	Molecule	HTR5A ag ctr	Mot1-301 SUMO	AddAB inh	E coli growth	MOR-DOR inv ag	PfHsp90 yeast 2	PKA-R1A activ	OPRM1-OPRD1 ag	Pemphigus Ab inh	HTR5A inv ctr	phage Ecoli inh
31	Cc1ccc(S(=O)(=O)/C(C#N)=C/c2c(N3CCC(C(N)=O)CC3)nc3c(C)cccn3c2=O)cc1	-3	15	-1.0	-1.6	21	-27	-11	-4.9	91	7	2.8
32	CCS(=O)(=O)N1Cc2ccccc2CC1C(=O)NCCc1c[nH]c2ccccc12 (configuration not stated)	5	-5	1.6	0.8	17	-27	-10	-3.1	109	-13	1.9
33	Cc1cc(C)cc(N=C2SC(CC(=O)Nc3ccccc3)C(=O)N2CCN2CCOCC2)c1 (configuration not stated)	2	-3	0.1	-0.4	0	-1	4	0.0	x	7	2.0
34	O=C(Cn1c(NCCCO)nc2ccccc21)c1ccc(Cl)cc1	1	24	5.5	0.2	-2	12	7	0.4	104	-2	1.0
35	CC(=O)NCCNc1nc2c(-c3ccccc3)nnn2c2ccccc12	2	-20	-0.3	-2.0	10	2	-9	-1.9	98	-6	-1.7
36	COc1cc([C@@H]2c3cc4c(cc3[C@H](O)[C@H]3COC(=O)[C@H]23)OCO4)cc(OC)c1OC	5	-8	-3.2	3.7	-1	9	-5	0.3	89	-18	2.9
37	CCOc1ccccc1CNC(=O)C1CCCN(c2ncnc3c2nc2n3CCCCC2)C1 (configuration not stated)	0	10	1.2	-0.1	16	-17	1	-3.1	101	2	x
38	O=C(CSc1n[nH]c(=O)n1Cc1ccco1)c1ccc(F)cc1	x	11	-0.5	-2.7	x	x	x	x	116	x	1.9
39	Cc1ccc(C(=O)N(C)Cc2ccc(N3CCOCC3)cc2)cc1S(=O)(=O)NCc1ccccc1	-1	-17	-0.4	-1.8	8	x	-5	-2.0	94	3	-0.6
40	CCOC(=O)c1c(C)n(C)c2ccc(OCC(O)Cn3c(C)nc4ccccc43)cc12 (configuration not stated)	-1	2	0.3	-1.6	5	-7	5	-0.9	93	-4	0.2
41	Cc1ccc(NNC(=O)c2ccc(Cl)cc2)nn1	-5	6	-0.1	-0.7	19	-9	-4	-3.8	106	-9	0.6
42	Cc1ccc(-n2cc(CN3CCC(CO)(Cc4cccc(C(F)(F)F)c4)CC3)cn2)cc1	3	-13	1.0	-0.3	-92	12	0	13	95	-9	3.3
43	O=C(CCC(=O)NNC(=O)c1ccccc1[N+](=O)[O-])NCc1ccccc1	x	-10	0.2	-3.7	x	-8	x	x	101	x	4.2

Screens deposited in PubChem BioAssay by several laboratories.
